# KCNH2 3.1 block: KCNH2 3.1 (human) potassium channel inhibition; actives 0.95% (n = 340,000); activity change, % (tested at about 1.8 µM); U2OS KCNH2 3.1, thallium flux FluxOr; hits give low values;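 active means maximum activity change below -70%; inconclusive means maximum activity change from -70% to -50%; inactive means maximum activity change above -50%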;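 further: thallium influx rate constant from kinetic fluorescence after stimulation buffer; on the % scale 0 is the no-effect control and ±100 the full control effect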
#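 We transduce U2OS cells with the mutant 3.1 virus, culture them overnight, load FluxOr with Red40 quencher for 45 min, then add stimulation buffer and read kinetically for 2 min to derive a normalized rate constant.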
# Giardia killer: kills Giardia lamblia | Giardia lamblia trophozoite viability | activity change, % at 7.66 µM, hits read low | actives 0.15% (n = 340,000); in the data active means activity change below about -80%; inconclusive means between about -30% and that limit;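 further: parasites exposed to compound for two days anaerobically before the ATP read; on the % scale 0 is the no-effect control and ±100 the full control effect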
#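 Giardia lamblia trophozoites (100 cells/well) were incubated with compounds for 48 h at 37 deg C under anaerobic conditions. Viability was read as ATP content by one-step luminescence after 15-30 min at room temperature.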
# ELG1 genotoxic: induces genotoxicity in HEK293T cells with luciferase-tagged ELG1; HEK293T ELG1-luciferase reporter, luminescence, 16 h; Potency, µM (doses to about 46 µM), without a hit: at the top dose activity change, positive = activation, hits mostly activators; actives 1.3% (n = 330,000); further: potency means the concentration at half of the fitted maximal effect; % of control where 0% means no effect; nearly all actives have a fitted effect of over 60% in size
#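 HEK293T cells expressing luciferase-tagged ELG1 were treated with compound or DMSO for 16 hr at 37°C. Luciferase activity was then read after 30 min with ONE-Glo at room temperature; rising signal flags genetic stress.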
# NPC1 promoter act: activates the NPC1 promoter; Huh7 NPC1 promoter luciferase reporter, 24 h; Potency, µM (titrated, usually from 9.22 µM), without a hit: at the highest dose activation, hits mostly activators; actives 2.4% (n = 320,000); AID 485313;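 further: potency means the concentration at half of the fitted maximal effect; % of control where 0% means no effect; nearly all actives have a fitted effect of over 60% in size; reporter is driven by a mutant NPC1 promoter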
#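 NPC1 promoter–luciferase Huh7 cells; 24 h compound; luminescence.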
# RORg inh: ROR gamma (mouse) transcription inhibition; Drosophila S2 Gal4-RORgamma UAS-luciferase reporter, 20 h; Potency, µM (top dose mostly 53.6 µM), for the others: top-dose activity change, negative = inhibition, actives largely listed as inhibitors; actives 5.4% (n = 310,000); further: potency means the concentration at half of the fitted maximal effect; on the % scale 0 is the no-effect control and ±100 the full control effect; nearly all actives have a fitted effect of over 60% in size
# Target sequence (P51450 whole entry, looked up, the tested form may be a part): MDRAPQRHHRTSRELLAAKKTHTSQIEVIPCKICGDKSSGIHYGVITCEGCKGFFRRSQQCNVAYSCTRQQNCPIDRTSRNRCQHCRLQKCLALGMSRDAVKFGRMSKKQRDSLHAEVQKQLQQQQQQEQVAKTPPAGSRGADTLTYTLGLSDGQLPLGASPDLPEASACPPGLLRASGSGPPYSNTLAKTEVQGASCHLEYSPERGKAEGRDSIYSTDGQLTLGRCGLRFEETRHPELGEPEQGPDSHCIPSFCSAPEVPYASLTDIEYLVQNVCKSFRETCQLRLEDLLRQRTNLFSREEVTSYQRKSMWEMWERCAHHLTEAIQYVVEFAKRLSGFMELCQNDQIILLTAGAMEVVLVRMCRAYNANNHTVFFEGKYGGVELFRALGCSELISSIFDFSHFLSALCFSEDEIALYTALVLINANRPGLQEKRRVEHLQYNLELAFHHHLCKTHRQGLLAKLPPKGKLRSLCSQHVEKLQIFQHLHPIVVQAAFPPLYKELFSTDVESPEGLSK
#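 Compounds are pin-transferred onto Drosophila Schneider cells expressing a copper-inducible Gal4–ROR gamma transactivation domain fusion. After 1 hr, copper sulfate is added to 700 uM final; luciferase is read 20 hr later.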
# uPA generation: blocks generation of uPA at the cell surface; cell surface uPA generation assay, qHTS; Potency, µM (series often up to 38.3 µM), inactives show top-dose activity change, negative = inhibition, most hits filed as inhibitors; actives 0.31% (n = 330,000); AID 540303; active means well fitted inhibition curve with a large enough effect; inconclusive means small, poorly fitted or top-dose-only effect; inactive means no such curve, though single readings can be large or run the other way; tested in mouse RAW 264.7 cells; further: potency means the concentration at half of the fitted maximal effect; on the % scale 0 is the no-effect control and ±100 the full control effect; nearly all actives have a fitted effect of over 55% in size
# Tb PFK inh: T. brucei PFK enzyme inhibition; O15648; T. brucei PFK, ADP-Glo luminescence; Potency, µM (highest dose often 57.5 µM), for inactives: top-dose activity, negative = inhibition, actives largely listed as inhibitors; actives 0.17% (n = 330,000);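 further: potency means the concentration at half of the fitted maximal effect; 0% = uninhibited 1x PFK enzyme wells and -100% = no-enzyme wells; nearly all actives have a fitted effect of over 60% in size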
#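 Luminescent ADP detection (ADP-Glo, two-step: ATP depletion then ADP-to-ATP conversion for luciferase) reported PFK activity after 45 min room-temperature reaction of 1.25 nM enzyme with 0.5 mM F6P and 0.1 mM ATP at pH 8.0.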
# FBPA coupling cs: coupling enzyme interference in Giardia aldolase counter-screen; coupling enzyme system counterscreen, AmpLite Red fluorescence; activity change, negative = inhibition, % at 58.2 µM, hits read low; actives 0.67% (n = 290,000); AID 2472; in the data active means activity change below about -30%; further: on the % scale 0 is the no-effect control and ±100 the full control effect
#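 First, compound is pin-transferred into glyceraldehyde-3-phosphate coupling-enzyme reagent at 57.5 uM final and held 10 min at RT. Next, substrate, coupling system and AmpLite Red are added. After 20 min RT, fluorescence (525/598 nm) is read.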
# FLuc counter: inhibits or activates purified firefly luciferase, miR-21 counter-screen; P08659; purified FLuc, Km substrates, luminescence inhibition; Potency, µM (top dose mostly 57.5 µM), for inactives: at the highest dose activity change, negative = inhibition, most hits filed as inhibitors; actives 6.9% (n = 360,000);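 further: potency means the concentration at half of the fitted maximal effect; plate controls were vehicle for no effect and reference inhibitor for full effect; nearly all actives have a fitted effect of over 55% in size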
# Target sequence (P08659 whole entry, looked up): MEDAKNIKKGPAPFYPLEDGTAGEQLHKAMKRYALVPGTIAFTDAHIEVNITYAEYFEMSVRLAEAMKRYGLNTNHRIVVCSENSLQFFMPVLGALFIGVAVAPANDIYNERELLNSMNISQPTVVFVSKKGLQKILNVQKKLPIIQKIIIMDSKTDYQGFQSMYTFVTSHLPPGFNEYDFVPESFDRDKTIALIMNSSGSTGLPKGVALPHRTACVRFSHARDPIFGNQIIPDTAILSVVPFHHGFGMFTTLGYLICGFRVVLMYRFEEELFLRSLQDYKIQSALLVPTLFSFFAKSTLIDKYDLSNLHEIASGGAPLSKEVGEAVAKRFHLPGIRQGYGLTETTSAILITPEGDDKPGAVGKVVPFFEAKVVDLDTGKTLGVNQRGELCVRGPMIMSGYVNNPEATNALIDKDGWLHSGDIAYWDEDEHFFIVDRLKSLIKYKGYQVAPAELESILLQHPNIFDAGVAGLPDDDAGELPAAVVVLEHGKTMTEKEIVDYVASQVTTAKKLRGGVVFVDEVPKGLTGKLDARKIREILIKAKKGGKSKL
#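 Biochemical qHTS of compounds, final roughly 60 µM downward over six points, against 10 nM purified firefly luciferase using Km concentrations of substrates (10 uM D-luciferin, 10 uM ATP) in Tris acetate pH 7.5 buffer; luminescence output.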
# Rab9 prom act: Rab9 promoter activation. Huh7 Rab9 promoter-luciferase reporter, luminescence, 24 h. Potency, µM (highest dose often 9.22 µM), for the others: top-dose activation, negative = inhibition, hits mostly activators. actives 2.8% (n = 320,000). AID 485297; further: potency means the concentration at half of the fitted maximal effect; % of control where 0% means no effect; nearly all actives have a fitted effect of over 60% in size
#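 Luminescence from Amplite-detected luciferase (10 minutes, ambient) reports Rab9 promoter activation. Before that, stable Rab9-luciferase Huh7 cells (1500/well, reduced-serum OP-MEM I plus 10% FBS) were exposed to compound for 24 hours at 37C.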
# VP16 counter: inhibits Gal4-VP16 luciferase reporter, ROR gamma counter-screen | Potency, µM (top dose mostly 53.6 µM), without a hit: at the highest dose activity, negative = inhibition, hits mostly inhibitors | actives 3.5% (n = 310,000) | Drosophila S2 Gal4-VP16 UAS-luciferase, luminescence, 20 h;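 further: Gal4-VP16 expression switched on by copper sulfate through the metallothionein promoter; potency means the concentration at half of the fitted maximal effect; on the % scale 0 is the no-effect control and ±100 the full control effect; nearly all actives have a fitted effect of over 50% in size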
# Starred values were filed as active, the others as inactive; u = inconclusive; x = not tested or not shown; [ ] = another dose, or the depositor's remark. Unless noted, the call rests on the fitted dose curve; in most records, active means well fitted curve in the direction sought with a large enough effect; inconclusive means small, poorly fitted or top-dose-only effect, or another doubt; inactive means no such curve, though single readings can be large; an effect the other way counts as inactive or inconclusive. Compounds were not picked by outcome; 14% or so of the library scored in one or more.
SMILES,KCNH2 3.1 block,Giardia killer,ELG1 genotoxic,NPC1 promoter act,RORg inh,uPA generation,Tb PFK inh,FBPA coupling cs,FLuc counter,Rab9 prom act,VP16 counter
CC(OC(=O)CCC(=O)c1ccc(F)cc1)C(=O)NC1CCCCC1C (stereo not given),4.3,-15.5,0.6%,-4.3%,-25.6%,5.1%,-1.2%,x,5.8%,0.6%,-2.0%
CCOC(=O)C1CC(=O)c2cc(OC)c(OC)cc2C1 (stereo not given),15.8,5.2,1.9%,-4.0%,13.4%,10.3%,-1.3%,0.4,-2.2%,-5.7%,-2.8%
Cc1ccccc1CSc1nn2c(=O)c(C)nnc2s1,6.1,5.4,16.2%,-0.8%,-10.2%,-5.8%,-1.6%,-1.5,-6.3%,14.0%,11.8%
O=C(CCCn1c(=O)oc2ccccc21)Nc1cccnc1,-1.3,-23.0,-4.3%,0.8%,u,0.4%,-2.3%,1.2,-0.9%,0.3%,7.5%
COc1ccc(OC)c(Nc2nc(-c3cccs3)cs2)c1,-20.5,0.1,u,13.4%,-8.6%,5.7%,7.9%,0.4,u,2.0%,2.9%[0.365 µM]
Cc1cccc(NC(=O)c2ccccc2NC(=O)C(C)(C)C)n1,3.3,-9.7,1.0%,-4.9%,26.3%,1.1%,-0.5%,0.4,12.6%,-1.0%,-7.4%
Cc1cccc(NC(=O)c2ccc(Cl)c(S(=O)(=O)N3CCCCCC3)c2)n1,4.5,12.0,-7.8%,2.3%,x,1.2%,-7.9%,x,3.4%,-2.2%,x
CCCCCN1C2=NCCN2c2ccccc21,-29.2,38.6[activator],-3.3%,-0.5%,-29.2%,-4.4%,-2.3%,2.9,1.8%,0.1%,2.4%
COc1cccc(NC(=O)CSc2nccn2-c2cccc(OC)c2)c1,0.6,-25.5,-4.7%,-4.1%,16.9%,3.3%,-6.8%,-1.2,-1.3%,-2.7%,-15.9%
COc1cc2c(cc1OC)CN(S(=O)(=O)c1cccc(F)c1)CC2,4.2,16.9,1.7%,-5.4%,-17.3%,-2.6%,0.4%,3.3,0.7%,0.5%,1.7%
CCOC(=O)c1c(C)[nH]c(C)c1C(=O)CSc1ncccn1,-11.0,6.2,3.5%,-0.2%,-1.1%,x,0.0%,0.9,-1.2%,2.0%,3.7%
C=CCOc1ccccc1CN1CCCN(C)CC1,14.9,-7.0,-2.7%,1.6%,u,-3.7%,2.5%,-1.5,8.6%,-6.0%,-6.5%
Cc1ccccc1OCC(=O)Nc1ccncc1,9.8,-8.9,1.7%,-5.5%,u,-0.5%,1.1%,1.5,u,-4.3%,11.2µM*
COc1cc(CNCc2ccccn2)ccc1OCc1ccc(Cl)cc1,-32.6,-18.5,3.0%,-2.2%,-17.1%,7.8%,-5.1%,1.9,-15.3%,11.6%,-19.4%
O=C(NCc1nnc(SCC(=O)N2CCCCC2)o1)c1ccc(F)cc1,x,-13.1,-1.5%,-3.7%,-0.3%,0.6%,-5.6%,x,-3.5%,6.7%,-2.7%
Cc1ccc(C(=O)CSc2nc(C)cc(SCc3nnc(-c4ccccc4)o3)n2)cc1,-3.9,-6.1,8.9%,-2.4%,-0.3%,4.2%,1.3%,-0.6,-0.3%,-1.7%,-2.2%
O=C(NCCCn1ccnc1)C(=O)NCC1OCCCN1S(=O)(=O)c1ccc(Cl)cc1 (stereo not given),3.2,-5.9,-0.6%,-3.8%,u,4.3%,-5.1%,1.2,-0.7%,-0.7%,4.7%
COc1ccc(Cl)cc1NC(=O)c1noc2c1CCCC2,30.2,-17.0,8.0%,14.3%,21.4%,2.9%,-6.0%,-4.5,-10.6%,4.2%,4.6%[10 µM]
COc1cccc(OC)c1C(=O)Nc1cccc(C(C)=O)c1,-4.1,14.8,2.8%,-2.0%,-39.5%,0.9%,9.5%,0.8,2.6%,2.6%,-16.2%
O=C(CCCCCNC(=O)c1ccccc1)N/N=C/c1ccc(O)cc1O,0.9,1.6,2.3%,3.5%,-21.1%,-0.5%,-2.2%,0.5,-16.7%,-2.1%,-15.4%
NC(=O)c1c(NC(=O)C(=O)N2CCOCC2)sc2c1CCC2,3.6,-9.1,7.0%,1.4%,28.1%,2.0%,-9.3%,-0.2,u,0.2%,18.5%
O=C(c1ccccc1)N(Cc1cccc(Br)c1)C1CCS(=O)(=O)C1 (stereo not given),-29.0,3.5,-1.2%[9.26 µM],-6.4%,-2.7%,-19.5%,-6.1%,0.1,-1.5%,0.4%,0.9%
COc1ccc(N2CCN(S(=O)(=O)c3cccc4nsnc34)CC2)cc1,9.9,-7.7,-1.8%,2.7%,16.2%,-1.2%,1.1%,4.7,7.0%,-1.9%,-3.3%
Clc1ccc(CO/N=C2\CCCc3nonc32)c(Cl)c1,-7.0,3.9,0.0%,-1.6%,22.4%,10.6%,-0.1%,-1.0,-19.1%,-2.1%,3.8%
C=CCNC(=O)c1onc(CSc2cccc(OC)c2)c1C(=O)NCC=C,-22.3,-6.2,0.2%,-3.5%,29.9%,4.1%,2.7%,1.0,-1.2%,-7.9%,0.5%
N#Cc1c2n(c3c(=O)n(CC(=O)c4ccc(Br)cc4)cnc13)CCCC2,-10.3,-20.1,-3.9%,-1.5%,29.3%,6.0%,0.8%,0.9,-0.8%,4.3%,-0.6%
O=C(Nc1ccccc1C(=O)NCCc1ccc(O)cc1)c1ccco1,1.9,-3.2,-4.7%,0.3%,27.2%,2.0%,-1.0%,0.6,u,-2.8%,0.4%
O=C(NCc1cccs1)C(=O)c1cn(CC(=O)N2CCOCC2)c2ccccc12,10.4,-3.1,3.8%,0.3%,16.0%,2.0%,-1.7%,0.9,2.9%,-6.5%,-5.7%
O=[N+]([O-])c1cc([N+](=O)[O-])c(N2CCCCCC2)cc1NCCO,-0.4,38.0[activator],-7.0%,-3.2%,u,x,-7.1%,1.8,-3.4%,-1.1%,-1.2%
CSc1nnc(CCCCCCCCc2nnc(SC)o2)o1,4.8,-9.2,-1.4%,0.2%,4.7%,-12.4%,-2.9%,0.9,-1.5%,9.5%,-3.4%
CCOC(=O)C1CCCN(C(=O)c2csc(-c3ccc4c(c3)CCO4)n2)C1 (stereo not given),-0.4,11.2,-6.2%,-4.4%,6.1%,-3.5%,-2.7%,4.6,-0.1%,-3.8%,-5.5%
OCC1(CCc2ccccc2)CCN(Cc2cccn2-c2cccnc2)CC1,0.9,32.1[activator],-3.5%,-0.2%,8.0%,-0.6%,4.4%,-0.9,-1.1%,-4.3%,11.1%
CC(=O)Nc1nc(COc2ccc3ccccc3c2)cs1,20.9,-25.6,u,2.82µM*,0.0%,3.0%,2.4%,-1.8,12µM*,6.31µM*,u
CCCCCC(=O)N/N=C(\C)c1ccc(NC(=O)c2ccco2)cc1,1.6,-10.6,13.1%,u,-14.9%,-6.5%,3.3%,1.1,-3.1%,u,-11.4%
CCOC(=O)Cc1cc(=O)c2c(=O)n(-c3ccccc3)[nH]c2[nH]1,-1.6,-0.6,-3.1%,2.7%,19.1%,-2.0%,-5.7%,8.3,-4.6%,0.1%,-18.4%
CCCCCCCNC(=O)C1CC(=O)N(C)C(=Nc2ccc(OC)cc2)S1 (stereo not given),-10.3,10.1,-6.6%,-5.3%,u,0.3%,-2.1%,-2.3,-0.1%,0.8%,-28.6%
CN(C(=O)c1cccc(S(=O)(=O)N2CCCC2)c1)C1CCCCC1,-4.9,-16.1,0.5%,-10.5%,x,10.5%,-5.8%,x,4.9%,-0.5%,x
COC(=O)c1ccccc1NC(=O)CN1CCN(Cc2ccccc2)CC1,u,-1.6,-7.3%,3.4%,-16.7%,6.3%,16.7%,1.9,0.4%,-1.0%,-1.1%
COc1ccc(-n2c(N)c(C(=O)NCc3ccco3)c3nc4ccccc4nc32)cc1,9.3,10.0,1.4%,-5.1%,-20.8%,1.2%,7.4%,-7.2,4.2%,4.3%,-15.6%
COc1ccc(Cl)cc1C(=O)NCCN1CCOCC1,3.7,-2.9,1.3%,3.4%,-10.2%,13.2%,-2.9%,-0.9,-0.1%,-1.6%,-3.7%
O=C(CCc1ccccc1)Nc1ccc2ccccc2n1,-24.2,-12.6,u,3.16µM*,u,1.9%,0.3%,-2.5,6.75µM*,1.12µM*,-13.4%
O=C(CC1OC(=O)c2ccccc21)Nc1cc(S(=O)(=O)N2CCOCC2)ccc1OCC(F)(F)F (stereo not given),-6.4,10.6,-2.0%,-1.6%,x,0.0%,-0.8%,x,-2.7%,-3.0%,x

# High-throughput results deposited in PubChem by National Center for Advancing Translational Sciences (NCATS).
